Compound activity (PubChem BioAssay)
IEC-6 cytotox: counter-screen for KLF5 inhibitors: cytotoxicity in IEC-6 cells; IEC-6 cytotoxicity, luminescence viability; inhibition, % at 5 µM; 290,000 compounds, 0.78% hits; in the data active = inhibition above about 22%;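 note: 0% = plate median of test compound wells and 100% = cytotoxic reference compound wells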
KLF5 inhibitor: inhibitors of KLF5 expression | DLD-1 KLF5 promoter-luciferase reporter, luminescence | inhibition, % at 5 µM | 290,000 compounds, 0.23% hits;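 active = inhibition above a per-plate limit of that plate's mean compound inhibition plus 3 SD, cut at about 60% in these data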;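 note: 0% = DMSO wells and 100% = LY294002 at 200 µM; higher means less KLF5 promoter-driven luciferase light; inactives centre near -14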
HIF act: HIF pathway transcriptional activation; U2OS HRE-luciferase reporter, luminescence; normalized: DMSO 0%, desferrioxamine 100%; activation, % at 7.5 µM (by protocol); 300,000 compounds, 0.32% hits;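 active = mean activation of at least 10% of the iron chelator positive control signal, with at least half of replicates also reaching 10%; inconclusive = mean and replicate majority disagree about reaching 10%; inactive = mean and most replicates under 10%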
HSF1 activator: increases HSF-1 driven luciferase reporter signal; 300,000 compounds, 1.7% hits; activation, % at 9 µM; AID 504408; NIH3T3-HGL HSF-1 luciferase reporter, MG132, 8 h; 100% = twice DMSO control signal;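 active = mean replicate activation of at least 50% with a set share of replicates each reaching 50%; inconclusive = only one of those two conditions met; inactive = mean below 50% and too few replicates reaching it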;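 note: 0% = median of the neutral control wells and 100% = twice that signal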
HSF1 inh: HSF1 inhibition | activity change, negative = inhibition, % at 7.5 µM (by protocol) | 300,000 compounds, 0.77% hits | NIH3T3-HGL HSE-luciferase, MG132-induced, luminescence 8 h; active compounds read low;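 active = more than half of replicate wells show activity change below -50%, luminescence cut by over half; inconclusive = some wells, but at most half, below -50%; inactive = no replicate well below -50%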;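 note: luciferase reports HSF-1 transcriptional activity via heat shock element; 0% = median of DMSO wells and -100% = zero luminescence signal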
HSP90 refold inh: blocks HSP90-mediated luciferase refolding in reticulocyte lysate; inhibition, % at 5.6 µM; Rabbit reticulocyte lysate, luciferase refolding luminescence, 3 h; 290,000 compounds, 0.91% hits;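 active = inhibition above the screen-wide mean plus 3 SD, computed separately per campaign, cut at about 16% in these data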;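 note: 0% = DMSO wells and 100% = 60 µM geldanamycin wells; inhibitors lower the luminescence because luciferase stays unfolded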
aSyn UTR inh: MLPCN primary screen, SNCA 5' untranslated region; alpha-synuclein 5'UTR reporter, inhibitor activity; inhibition, % (tested at 7.5 µM); 300,000 compounds, 0.82% hits; AID 1813; in the data active = inhibition above about 60%; inconclusive = no clear call, values can overlap the other calls;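 note: H4 neuroglioblastoma cells stably carrying SNCA 5'UTR luciferase fusion; 0% = DMSO wells and 100% = positive control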
Platelet DG rel: platelet dense granule release activity | 300,000 compounds, 0.22% hits | human platelet-rich plasma, SFLLRN dense granule ATP release, luminescence | inhibition, %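 (compounds screened at 7.5 µM in platelet-rich plasma)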 | AID 1663;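 active = mean replicate score, as percent of positive control, at or above 50; inconclusive = mean below 50 but at least one replicate at or above 50; inactive = mean and every replicate below 50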
AI-2 QS mod: modulates the Vibrio harveyi AI-2 quorum sensing system; Vibrio harveyi JMH597 AI-2 luminescence/OD600 ratio, 9 h; active compounds read low; strain lacks LuxN and CqsS sensors; 0 = neutral-control median; activity change, % at 7.5 µM; 300,000 compounds, 0.4% hits; AID 2094; in the data active = activity change below about -75%, passing the limit was not always enough; inconclusive = no clear call, values can overlap the other calls;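 note: luminescence divided by OD600 gain over 9 h not by final OD600 alone; inactives centre near 13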
SKKanGAS inh: inhibitors of SKKanGAS S. pyogenes growth in kanamycin (SK-promoter or general growth effect). BacTiter-Glo, 6 h. inhibition, % at 7.5 µM. 300,000 compounds, 1.3% hits. AID 1662;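 active = mean replicate score, as percent of positive control median, at least 50; inconclusive = mean below 50 but one replicate at or above 50; inactive = mean and every replicate below 50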;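 note: strain carries kanamycin resistance gene driven by streptokinase promoter and grows in 40 µg/ml kanamycin; loss of luminescence reflects streptokinase promoter inhibition or plain growth inhibition; 0% = median of DMSO wells and 100% = positive control at its reference dose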
Starred values were filed as active, the others as inactive; ? = inconclusive; nt = no result given.

molecule	SKKanGAS inh	HIF act	IEC-6 cytotox	HSF1 activator	aSyn UTR inh	AI-2 QS mod	Platelet DG rel	KLF5 inhibitor	HSP90 refold inh	HSF1 inh
O=C(CSc1nccc(=O)[nH]1)NCc1ccco1	1	0.1	2	-10	-9	27	0	-35	0	-1
COc1ccc(NC(=O)CN(C)C(=O)/C=C/c2cn(Cc3ccccc3)nc2-c2cccnc2)cc1	18	-0.5	nt	2	5	31	29	nt	nt	1
CC(C)(C)C(=O)COC(=O)c1ccc2c(c1)C(=O)N(Cc1ccco1)C2=O	0	0.2	-9	3	13	18	27	-9	-4	-1
COc1ccc(NC(=O)c2cc(S(=O)(=O)N3CCCC3)cn2C)cc1Cl	-7	-0.2	22	-11	47	16	3	11	1	1
C=CCNC(=S)NNC(=O)c1cccn(Cc2ccc(Cl)cc2Cl)c1=O	3	0.1	-3	26	-4	23	0	-16	1	15
COc1cccc(NC(=O)Nn2cnnc2)c1	0	1.0	3	20	17	18	10	-16	-4	7
COc1ccc2cc(C3CC(c4cccs4)=NN3C(C)=O)c(Cl)nc2c1 (stereo not given)	-2	-0.1	3	4	13	13	-1	1	1	4
Cn1ncc2c(Nc3cccc4ccccc34)ncnc21	3	0.5	2	6	19	6	nt	-14	3	-2
Cc1cc(C)c(C#N)c(SCS(=O)Cc2ccccc2)n1 (stereo not given)	-1	nt	2	0	-2	2	10	-50	2	3
O=C(c1ccco1)N1CCN(Cc2nnc(-c3ccccc3)o2)CC1	1	0.6	-5	5	26	15	-7	-21	-3	0
CCc1ccccc1NC(=O)C1=CC(c2cccs2)=NS(=O)(=O)N1C	3	-0.7	4	15	19	4	7	-2	-2	-2
CCCC(=O)NC(=S)Nc1cccc(Cl)c1N1CCCCC1	101*	-0.6	5	10	35	8	-4	4	2	-6
CCC(c1ccccc1)c1nc(-c2cccnc2)no1 (stereo not given)	1	-0.1	-3	1	4	11	-3	2	1	-1
CC(=O)c1ccc(NC(=O)CN2CCC(C(=O)c3ccc(F)cc3)CC2)cc1	-4	-0.3	4	14	2	9	-2	-18	2	6
COc1ccc(C2/C=C\CN(C(=O)NC34CC5CC(CC(C5)C3)C4)CC(=O)N2Cc2ccc(F)cc2)cc1 (stereo not given)	22	-0.4	nt	nt	13	15	0	nt	nt	1
O=C(OCc1nnc(-c2ccccc2)o1)c1ccc(S(=O)(=O)NCc2ccco2)cc1	1	0.6	4	3	-8	15	4	-9	4	0
Cc1noc(C)c1S(=O)(=O)N1CCN(c2ccc(Cl)cc2)CC1	-3	2.0	-1	28	8	25	8	-23	-1	9
c1ccc2c(c1)nc(NCC1CCCO1)c1nnnn12 (stereo not given)	3	1.8	-1	1	-38	10	-1	-24	-6	11
CCC(=O)Nc1sc(C(=O)Nc2ccccc2)c(C)c1C(=O)OC	-15	0.9	-2	26	-33	13	-3	-138	-6	11
CCC(=O)NC(O)C(=O)c1ccc(C)cc1 (stereo not given)	0	0.2	-2	-9	-2	11	nt	8	4	-10
Cc1cccc(NC(=S)N2CCC(N(C)CC3CCCO3)CC2)c1 (stereo not given)	4	?	2	-5	1	26	6	-3	1	-4
CNC(=O)COC(=O)c1cc(SC)ccc1Cl	1	-0.8	-2	6	14	20	2	-33	0	0
c1ccc(SCc2nc3ccccc3[nH]2)cc1	4	0.1	10	38	-133	88	-8	-167	13	19
CC(=O)Nc1ccc(S(=O)(=O)N2CCN(c3ccc([N+](=O)[O-])cc3)CC2)cc1	-6	0.5	-5	13	14	21	-3	-17	0	-4
CCc1nnc(NC(=O)CN2CCN(Cc3ccccc3C)CC2)s1	-2	-0.7	-9	2	15	13	11	-37	-7	0
COc1ccccc1NC(=S)N(CCN(C)C)C(C)c1ccncc1 (stereo not given)	8	-0.5	5	-8	11	5	-5	-9	-1	4
CC(NC(=O)Nc1ccccc1C(F)(F)F)C1CCCO1 (stereo not given)	-4	-0.1	-3	5	-3	9	0	-53	3	-1
COc1ccc(S(=O)(=O)N2CCN(Cc3ccc4c(c3)OCO4)CC2)c2ccccc12	-6	0.2	-12	3	-13	19	?	-35	-1	-3
O=C(c1ccco1)N1CCN(S(=O)(=O)c2ccc(Br)s2)CC1	1	-0.2	4	8	8	24	-3	-29	1	11
Cc1ccc(C(=O)c2c(NC(=O)c3cccnc3)sc3c2CCCC3)cc1	-1	0.0	1	3	12	21	7	-2	-2	-4
CCOc1ccc(OCCC(=O)N(CC)CC(=O)Nc2ccccc2C(F)(F)F)cc1	-9	-0.3	nt	-7	16	35	-10	nt	nt	0
COC(=O)c1cccc(NC(=O)c2ccc[n+]([O-])c2)c1	4	1.9	3	7	3	16	0	-5	-2	4
Fc1cccc(C2NC(=S)NC3=C2N2CCC3CC2)c1 (stereo not given)	5	-0.8	-1	3	14	32	3	-1	1	-6
Cc1cc(N2CCC(C(=O)NC3CC3)CC2)nc(-c2ccccc2)n1	0	-0.3	9	3	2	nt	-1	-2	5	0
O=C(CCN1C(=O)c2ccccc2C1=O)NCc1ccccc1	-9	-0.1	2	-10	-6	11	5	-7	41*	-7
C=CCn1c(C)cc(C(=O)CSc2nnc3c(Cl)cc(Cl)cn23)c1C	-10	-0.1	0	-15	-41	31	-4	-33	11	-19
COc1ccc(S(=O)(=O)NCCc2ccncc2)cc1	0	-6.3	-2	1	-4	18	-19	-50	1	-2
Cc1ccnc(NC(=O)Cc2ccc(-c3ccccc3)cc2)c1	33	0.9	7	78*	-122	0	3	7	6	72
O=C(CSCc1c(F)cccc1Cl)NCC1CCCO1 (stereo not given)	-9	-0.3	-2	4	-36	8	-16	-9	-1	5
O=C(O)/C=C/C(=O)Nc1nc(-c2ccc3ccccc3c2)cs1	9	0.4	nt	-2	9	6	8	nt	nt	-8
C/C(=N\NC(=O)Cc1c(F)cccc1Cl)c1cccnc1	-1	-0.7	0	14	9	6	7	-14	-3	2
Cc1ccc(NC(=O)c2cc(S(=O)(=O)NCCC3=CCCCC3)ccc2F)cc1	16	-0.6	-12	27	13	12	1	10	1	12
Cc1ncc(CO)c(/C=N/NC(=S)Nc2ccc(F)cc2)c1O	39	-0.2	-6	-1	13	51	0	-41	1	4
O=C(c1cccc(Br)c1)c1cn(-c2ccccc2)nc1C(=O)c1ccccc1	8	-0.6	-2	-6	28	17	-4	9	6	1
CN(C)c1ccc2nsnc2c1[N+](=O)[O-]	-2	-0.2	1	1	-18	22	-3	4	3	-13
COc1ccc(C2C3=C(CCCC3=O)Nc3nc(SCc4ccc(C(=O)O)cc4)nn32)cc1OC (stereo not given)	-1	0.0	1	7	14	30	-2	-72	1	2
CC(C)(C)c1ccccc1OCCOCCNCc1ccccc1	8	-0.2	1	2	6	11	3	-40	-1	-2
Cn1cnnc1SCC(=O)Nc1c(F)cc(F)cc1Br	4	0.3	3	1	-9	nt	nt	-21	-3	-6
N#C/C(=C(/O)COc1ccccc1)c1nnc2n1CCCCC2	-2	-29	0	6	-27	22	13	-26	2	-1
CCCCn1c(SCC(=O)c2cc(OC)ccc2OC)nc2cc(S(N)(=O)=O)ccc21	14	-36	0	26	5	13	-4	9	4	6

The list continues:
molecule	SKKanGAS inh	HIF act	IEC-6 cytotox	HSF1 activator	aSyn UTR inh	AI-2 QS mod	Platelet DG rel	KLF5 inhibitor	HSP90 refold inh	HSF1 inh
Cc1ccc(-c2nc(C(=O)NCCCN(C)C)cc3c2[nH]c2ccccc23)cc1	13	2.4	-4	-2	-42	3	22	8	1	1
O=C(NNC(=S)NC(=O)c1ccccc1[N+](=O)[O-])c1ccccc1	0	-0.3	-12	-13	-22	45	-4	-1	-7	-2
O=C(C[N+]1(CC#Cc2ccccc2)CCOCC1)c1ccccc1	7	0.0	9	5	-39	17	11	-9	3	1
CNC(=O)Cn1nc(-c2ccc(Cl)cc2)c2ccccc2c1=O	-1	-1.5	-2	-8	-18	23	4	7	-1	-8
CCOC(=O)c1c(/N=C/C2C(=O)CC(C)(C)CC2=O)sc2c1CCCC2	1	-0.1	6	-16	nt	16	3	-11	1	-14
O=C(Nc1ccccc1N1CCCC1)c1ccccc1F	6	0.0	2	5	-1	-3	6	-26	2	-3
c1ccc(CNc2ncnc3c2cnn3-c2ccccc2)cc1	12	3.7	8	18	-256	11	1	-10	-1	6
Cc1ccc(S(=O)(=O)c2ccc(Cl)cc2)cc1S(=O)(=O)N1CCOCC1	-3	0.0	6	1	27	6	-1	10	3	-1
COc1ccc(Nc2ncccc2C(=O)NCc2ccccc2)cc1	-3	-0.7	1	14	45	3	3	-10	2	-6
Cc1cc(C)n(C(=O)C(C)N2C(=O)c3ccccc3C2=O)n1 (stereo not given)	-2	-0.3	-2	24	-14	15	-7	5	3	3
COc1ccc(C(=O)Nc2nncs2)cc1S(=O)(=O)N1CC(c2ccccc2)CC1=O (stereo not given)	2	-0.3	1	-4	7	21	1	-12	-1	-2
COC(=O)c1sc2ccccc2c1NC(=O)c1ccc(S(=O)(=O)N2CCCCC2)cc1	7	0.6	-4	3	16	4	11	-4	-2	-6
CC(C)CNC(=O)c1c(F)c(F)c(F)c(F)c1F	-6	-0.1	-6	-4	-21	14	0	-3	3	-3
O=[N+]([O-])c1cccc(NC(=S)Nc2nc(-c3ccc(Cl)cc3Cl)cs2)c1	?	-0.3	7	-13	73*	1	-6	8	5	-3
CC(C)CC(=O)N1CCN(Cc2ccc3ccccc3c2)CC1	0	-6.6	2	6	-11	45	-7	-52	1	-1
CCOc1ccc(CN(C)C(=O)c2cccnc2SC)cc1OC	-2	0.2	-6	-23	9	14	-7	-10	1	-13
Cc1cc(C)c(C#N)c(SC(F)F)n1	-3	0.0	-3	-6	11	17	-4	1	-3	-1
Cc1ccc(NNC(=O)c2cc(C(C)(C)C)nn2Cc2ccccc2)cc1	60*	0.0	8	4	26	35	-4	32	3	6
O=C(CCN1CCN(C/C=C/c2ccccc2)CC1)Nc1ccccc1F	-13	0.1	-5	5	5	-2	-13	-13	-2	-10
COc1ccc(NC(=O)CN(C)C(=O)c2cc(-c3ccncc3)nc3ccccc23)cc1	-6	0.3	2	-18	11	26	17	-19	-2	-2
CC(C)OCCCn1c(SCC(=O)N2CCc3ccccc32)nc2ccccc2c1=O	26	-0.1	-2	-5	16	32	-3	-20	-1	4
Cc1c(C(=O)N/N=C/C(C)C)[nH]c2c([N+](=O)[O-])cccc12	-5	0.9	7	-28	68*	16	1	2	4	-20
CCC(=O)c1ccccc1OCCN1CCN(CC)CC1	8	-0.3	4	-5	5	17	3	-17	0	-6
COc1ccccc1N1CCN(C(=O)c2nn(C)c3c2CS(=O)(=O)c2ccccc2-3)CC1	1	-0.3	6	1	19	-1	1	-26	4	0
CCOc1ccc(/C(O)=C2/C(=O)C(=O)N(CC3CCCO3)C2c2cccs2)cc1 (stereo not given)	0	1.1	-3	7	-37	8	-1	-11	-4	7
